PKA-R1A act = PKA-R1A complex activation; PKA-R1A dissociation, Cy5-IP20 fluorescence polarization; scaled: DMSO 0%, 113 µM cGMP 100%; actives 0.083% (n = 340,000); AID 504707; P00514+P68181; activation, % at 11.4 µM;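 active means percent activation above the mean of all tested compounds plus 3 SD, cut at about 19% in these data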;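 further: higher means more PKAc released from R1A so a rise in polarization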
DAGLB inhibitor = diacylglycerol lipase beta (human) inhibition; inhibition, % at 5.17 µM; Q8NCG7; actives 0.059% (n = 340,000); HEK293T DAGLB membrane lysate, EnzChek fluorogenic substrate; in the data active means inhibition above about 34%;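 further: 0% = enzyme with vehicle and 100% = wells lacking enzyme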
Target sequence (Q8NCG7 whole entry, looked up): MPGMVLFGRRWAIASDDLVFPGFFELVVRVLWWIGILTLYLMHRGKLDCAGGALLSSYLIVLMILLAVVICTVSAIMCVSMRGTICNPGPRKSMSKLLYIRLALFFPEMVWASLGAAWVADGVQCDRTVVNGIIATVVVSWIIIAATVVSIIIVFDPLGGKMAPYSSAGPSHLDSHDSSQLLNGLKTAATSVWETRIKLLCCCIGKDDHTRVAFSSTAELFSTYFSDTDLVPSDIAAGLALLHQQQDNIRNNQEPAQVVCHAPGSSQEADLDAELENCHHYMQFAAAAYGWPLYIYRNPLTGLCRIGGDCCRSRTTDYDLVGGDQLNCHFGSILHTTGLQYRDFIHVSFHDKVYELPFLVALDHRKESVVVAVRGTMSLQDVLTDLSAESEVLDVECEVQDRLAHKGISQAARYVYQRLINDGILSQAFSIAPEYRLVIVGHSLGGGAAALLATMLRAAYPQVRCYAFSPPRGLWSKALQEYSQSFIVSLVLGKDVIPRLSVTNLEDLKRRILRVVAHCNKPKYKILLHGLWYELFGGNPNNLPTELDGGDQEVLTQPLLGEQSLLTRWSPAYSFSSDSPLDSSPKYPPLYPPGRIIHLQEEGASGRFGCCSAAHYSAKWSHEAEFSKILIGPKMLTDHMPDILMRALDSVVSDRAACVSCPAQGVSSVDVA
HTR5A inv ctr = HTR5A inverse agonism, opioid heterodimer counter-screen | HTR5A cell line, luminescence | AID 504634 | P47898 | actives 0.083% (n = 340,000) | inhibition, % at 9.3 µM; in the data active means inhibition mostly above about 23%, no sharp cut-off; inactive means mostly below about 18%;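 further: 0% = cells with DMSO and 100% = no-cell wells with DMSO; some compounds called inactive have numbers as strong as hits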
Target sequence (P47898 whole entry, looked up): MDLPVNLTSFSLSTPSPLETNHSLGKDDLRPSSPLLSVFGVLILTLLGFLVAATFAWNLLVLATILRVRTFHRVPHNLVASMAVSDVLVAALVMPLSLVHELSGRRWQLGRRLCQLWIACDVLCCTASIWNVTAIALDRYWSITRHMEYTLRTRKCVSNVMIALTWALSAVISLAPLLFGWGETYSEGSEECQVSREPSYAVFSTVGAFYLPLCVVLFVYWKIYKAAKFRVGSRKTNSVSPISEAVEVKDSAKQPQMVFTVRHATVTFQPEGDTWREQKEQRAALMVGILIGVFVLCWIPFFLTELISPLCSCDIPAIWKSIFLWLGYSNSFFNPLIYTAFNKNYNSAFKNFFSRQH
PKA-R2B activ = activators of human PKA-R2B complex. P22694+P31323. PKA-R2B holoenzyme dissociation, Cy5-IP20 fluorescence polarization; R2B truncated from residue 108, S112A mutant; 0% DMSO only, 100% 113 µM cGMP. activation, % at 11.4 µM. actives 0.079% (n = 340,000);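 active means activation above a cutoff set at the mean over all compounds plus 3 SD, cut at about 18% in these data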;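 further: higher means more holoenzyme dissociation and a rise in polarization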
AddAB inh = less growth of phage-infected E. coli with AddAB. actives 0.29% (n = 330,000). inhibition, % at 11.9 µM. AID 435030. E. coli expressing H. pylori AddAB, absorbance growth; in the data active means inhibition above about 12%;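 further: 0% = vehicle wells of infected cells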
HTR5A ag = HTR5A agonism, opioid heterodimer counter-screen. HTR5A agonist assay, luminescence, cell-based. actives 0.61% (n = 340,000). P47898. AID 504692. activation, % at 9.3 µM; in the data active means activation mostly above about 9.5%, no sharp cut-off; inactive means mostly below about 7.6%;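 further: 0% = cells with vehicle only and 100% = reference agonist; strong numbers were not always called active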
phage Ecoli inh = E. coli growth loss with phage present. growth absorbance. inhibition, % at 11.9 µM. actives 0.26% (n = 360,000); in the data active means inhibition above about 11%
Mot1-301 SUMO = SUMOylation pathway inhibition by Mot1-301 growth rescue; S. cerevisiae Mot1-301 growth rescue, ATP luminescence, 38.5C; percent above DMSO median, 100 means doubled; actives 1% (n = 320,000); AID 2716; growth rescue, % at 18.8 µM;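 active means every valid replicate shows activation above 250% relative to neutral control wells; inactive means the rest, any valid replicate at or below 250%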;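 further: OY570 slx delta 5 strain wells were the positive control but not used for scaling; some compounds called inactive have numbers as strong as hits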
Tat export inh = inhibitors of E. coli Tat protein transport. inhibition, % at 10 µM. E. coli MC4100 TorA-mCherry Tat export, fluorescence. actives 0.036% (n = 340,000). AID 488895;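 active means mean replicate inhibition at least 50% and at least half of replicates individually reaching 50%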;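 further: exported cargo escapes ClpAP degradation while cytoplasmic cargo is degraded and loses fluorescence; 0% = median of neutral control wells and 100% = median of NaSCN control wells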
CDK5 inh = blocks human CDK5/p35 kinase activity; Recombinant CDK5/p35, ADP-Glo luminescence, 60 min; actives 0.01% (n = 330,000); AID 488839; inhibition, % at 10 µM;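 active means highest replicate inhibition of at least 50% and at least 75% of replicates reaching 50%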;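 further: plate controls were DMSO neutral control for no effect and GW8510 at 10 µM for full effect; many of its hits are not listed in these tables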
E coli growth = bacterial growth inhibition, counter-screen for AddAB inhibitors; E. coli V3065 growth, OD600 absorbance, 18 h; inhibition, % at 11.9 µM; actives 0.27% (n = 330,000);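 active means inhibition above the campaign's mean inhibition across all tested compounds plus 3 SD, cut at about 9.9% in these data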;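 further: uninfected addAB+ strain grown without phage in ampicillin broth; 0% = DMSO wells and 100% = ciprofloxacin 0.95 µg/ml wells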
An asterisk follows results filed as active; · = not tested or not shown; & = joins results of further samples. Some of the compounds tested, so the mix of outcomes need not match the whole.

Preview:
| SMILES | PKA-R1A act | DAGLB inhibitor | HTR5A inv ctr | PKA-R2B activ | AddAB inh | HTR5A ag | phage Ecoli inh | Mot1-301 SUMO | Tat export inh | CDK5 inh | E coli growth |
| --- | --- | --- | --- | --- | --- | --- | --- | --- | --- | --- | --- |
| Nc1nc(N)c2cnnn2n1 | 2 | -2 | 0 | -5 | · | 0 | 0.7 | · | 2 | 0.2 | · |
| Cc1cccc(-n2c(O)c(C=Nc3ccc(S(N)(=O)=O)cc3)c(=O)[nH]c2=O)c1 | 12 | -4 | 4 | 1 | 3.6 | -1 | 4.2 | -8 | -6 | -0.3 | -0.6 |

The whole of this part (from the top)
| SMILES | PKA-R1A act | DAGLB inhibitor | HTR5A inv ctr | PKA-R2B activ | AddAB inh | HTR5A ag | phage Ecoli inh | Mot1-301 SUMO | Tat export inh | CDK5 inh | E coli growth |
| --- | --- | --- | --- | --- | --- | --- | --- | --- | --- | --- | --- |
| Nc1nc(N)c2cnnn2n1 | 2 | -2 | 0 | -5 | · | 0 | 0.7 | · | 2 | 0.2 | · |
| Cc1cccc(-n2c(O)c(C=Nc3ccc(S(N)(=O)=O)cc3)c(=O)[nH]c2=O)c1 | 12 | -4 | 4 | 1 | 3.6 | -1 | 4.2 | -8 | -6 | -0.3 | -0.6 |
| COC(=O)C1=C(c2ccc3ccccc3c2)C[C@@H]2CC[C@H]1N2C(=O)NC1CC1 | -2 | -1 | -27 | -1 | -0.6 | 16 | 3.2 | -2 | -4 | 0.4 | 0.2 |
| CC(=O)Nc1ccc(S(=O)(=O)NC(CC(=O)N2CCC3(CC2)OCCO3)C(C)C)cc1 (centres undefined) | 7 | 0 | 8 | 4 | 6.1 | 1 | 2.1 | 9 | 1 | -0.9 | 0.8 |
| CCc1ccc(N2C(=O)NC(=O)C(CCc3ccncc3)(CCc3ccncc3)C2=O)cc1 | 2 | -1 | 15 | -8 | 3.9 | 2 | -0.1 | -7 | -3 | -0.4 | -0.5 |
| Cc1cccc(-n2c(-c3cccs3)nc3ccccc3c2=O)c1 | 4 | -2 | 2 | 8 | 2.0 | -1 | 2.3 | 91 | 4 | 2.2 | -0.1 |
| Cc1cccc(N2CCc3c2nc2ccccc2c3N)c1 | -8&6 | 3&0 | -30&-36 | 6&-5 | 3.0&0.7 | 12&14 | 1.7&0.0 | 95&0 | -3&18 | -1.7&0.8 | 2.9&-1.9 |
| CC(=O)OC1(c2ccccc2)CCN(C)C2CCCCC21 (centres undefined) | -3 | 1 | 3 | -5 | 0.3 | -1 | 2.9 | 35 | -4 | 3.6 | -1.6 |
| Cc1cc(-c2ccccc2)cc(-c2ccccc2)[n+]1CCc1ccccc1 | -2 | 1 | -15 | -3 | 2.9 | 4 | 3.2 | 67 | -2 | 0.6 | 0.8 |
| CCC(=O)OC(Cc1ccccc1)(c1ccccc1)[C@H](C)CN(C)C (some centres undefined) | 4 | -4 | -22 | 6 | 1.2 | 9 | 3.6 | · | 1 | -3.0 | -2.0 |
| CN(C)c1ccc(C=C2C(=O)NC(=S)NC2=O)cc1[N+](=O)[O-] | -1 | 4 | 9 | -7 | -0.7 | -3 | 0.5 | 105 | -4 | 2.3 | -1.7 |
| CCC1C(c2ccccc2)NC(c2ccccc2)CC1(O)c1ccc(F)cc1 (centres undefined) | -6 | -7 | -44 | -11 | 3.8 | 17* | 3.8 | 683* | -1 | 0.8 | 0.3 |
| COc1ccc(SCC2CN(C)CCC2c2ccc(F)cc2)cc1 (centres undefined) | -8 | -3 | -9 | -3 | 1.6 | 3 | 0.2 | 3 | 3 | -1.1 | -0.6 |
| CCC(=NCC1CCCO1)c1c(O)n(-c2ccccc2)c(=O)[nH]c1=O (centres undefined) | 5 | -1 | -21 | 8 | 3.9 | 8 | 3.3 | -13 | -3 | 1.3 | 2.0 |
| CCN(C(=O)CN1CC=C(c2ccccc2)CC1)c1c(N)n(Cc2ccccc2)c(=O)[nH]c1=O | -10 | 2 | 17 | -3 | 3.3 | -3 | 4.7 | 11 | -3 | 3.3 | 0.7 |
| CCCCCCn1c(N)c(C(=O)NCCN2CCOCC2)c2nc3ccccc3nc21 | 4 | 4 | 13 | 1 | 0.7 | -5 | 1.0 | -3 | 9 | -0.6 | -3.0 |
| c1ccc(CCCN2CCN(CCOC(c3ccccc3)c3ccccc3)CC2)cc1 | -2 | -6 | -26 | -2 | -0.6 | 7 | 4.1 | 4 | 2 | -1.7 | -2.3 |
| COC(=O)C1=C(c2cc3ccccc3o2)C[C@@H]2CC[C@H]1N2C(=O)NCc1cccc2ccccc12 | -20 | -14 | 4 | -16 | 2.8 | -1 | 2.3 | 18 | -1 | -0.2 | 1.6 |
| COC(=O)C1=C(c2ccc(F)cc2F)C[C@@H]2CC[C@H]1N2C(=O)NCCOc1ccc(OC)cc1 | 11 | -9 | -16 | 11 | 3.0 | -4 | · | 12 | -11 | -0.9 | -1.1 |
| CC1CCCN(CC(=O)c2ccc(Cl)c(Cl)c2)C1 (centres undefined) | -8 | 2 | 25 | -2 | 1.7 | -6 | 0.5 | 4 | -9 | -0.5 | -3.0 |
| CCN(c1ccc(C(O)(C(=O)OC)C(F)(F)F)cc1)S(=O)(=O)c1ccc(C)cc1 (centres undefined) | -15 | 1 | 3 | -17 | 1.4 | 1 | -0.2 | 1 | 14 | -0.9 | 0.6 |
| CC(=O)OC[C@]12CCC(C)=C[C@H]1O[C@@H]1[C@H](O)[C@@H](OC(C)=O)[C@@]2(C)[C@]12CO2 | -3 | 1 | 0 | 3 | 3.4 | -2 | 1.7 | 102 | 1 | -2.1 | -0.2 |
| c1coc(CNCCc2c[nH]c3ccccc23)c1 | -10 | -2 | -50 | -3 | 4.0 | 13* | 4.2 | -15 | 6 | -1.3 | 0.3 |
| C=CCn1c(O)c(/C=C/C=Nc2ccccc2)c(=O)[nH]c1=O | -10 | -4 | 28 | -3 | 0.7 | 1 | 0.1 | 1 | -1 | 0.2 | -0.1 |
| CC(C)n1cc(C(=O)N(CC(=O)NC(C)(C)C)Cc2ccccc2)cn1 | 7 | 1 | 2 | -2 | 1.6 | 0 | -1.0 | -2 | -4 | -1.3 | -3.5 |
| CC1CC2(O)c3nonc3CCC2N1O (centres undefined) | -7 | 1 | 8 | 1 | 3.8 | -2 | 0.2 | -2 | 2 | 1.9 | -0.4 |
| COc1ccc(-n2c(=O)[nH]c3ccccc3c2=O)c(OC)c1 | -9 | 4 | 10 | 1 | 2.5 | 0 | 3.4 | -4 | 8 | -1.6 | -0.6 |
| COc1ccc(CC2NCC(O)C2OC(C)=O)cc1 (centres undefined) | 0 | 0 | 5 | -2 | · | 1 | 2.6 | · | 8 | 0.8 | · |
| CC1CN=C(NCc2ccccc2)S1 (centres undefined) | -11 | 1 | -6 | -8 | -2.5 | 1 | 1.9 | 679* | -3 | 0.7 | 0.9 |
| CN1CC[C@]23c4c5ccc(OC6OC(C(=O)O)[C@@H](O)C(O)[C@H]6O)c4OC2C(O)C=CC3[C@H]1C5 (some centres undefined) | 5 | -5 | -10 | -8 | 2.2 | 4 | -0.2 | · | 7 | 1.0 | 0.3 |
| C#CCN(C)C(C)Cc1ccccc1 (centres undefined) | -8 | 1 | -5 | 19* | 1.4 | 1 | 3.5 | 54 | -10 | 0.1 | -0.3 |
| CC(C)N1C(=O)CC2(CC[N+](C)(CCOC(=O)C(O)(c3ccccc3)c3ccccc3)CC2)C1=O (centres undefined) | 1 | 4 | 2 | -2 | 2.0 | -1 | 6.6 | 10 | -10 | -0.8 | -0.5 |
| N#Cc1ccc(NC(=O)CN2C(=O)NC3(CCCCCCC3)C2=O)cc1Cl | -13 | 0 | 0 | -4 | 2.7 | 0 | 2.1 | -18 | -4 | 0.2 | 1.6 |
| O=C(O)C(Cc1cnc[nH]1)NS(=O)(=O)c1ccc(Br)cc1 (centres undefined) | -1 | -5 | -15 | -19 | 6.2 | 0 | 2.0 | 1 | -5 | 1.5 | 1.1 |
| CC(=O)N1CCN(Cc2ccc(Cl)nc2)CC1 | 0 | 0 | -9 | 6 | 1.4 | 2 | 0.4 | -2 | 1 | 2.4 | -0.2 |
| COC(=O)C1=C(c2ccccc2OCc2ccccc2)C[C@@H]2CC[C@H]1N2C(=O)NCc1ccc([N+](=O)[O-])cc1 | -3 | -13 | -10 | -10 | 1.3 | -1 | 2.5 | 31 | -2 | 1.8 | -0.5 |
| COc1ccc(CCn2c(O)c(C=NCCCN(C)C)c(=O)[nH]c2=O)cc1OC | -1 | 0 | 17 | 13 | 4.3 | -3 | 0.0 | -8 | 0 | -2.1 | 0.9 |
| CCCCCC[N+](=O)[O-] | 2 | -4 | -12 | 6 | 2.7 | 3 | 3.8 | -22 | -5 | -0.4 | 2.1 |
| COc1ccc(CN2CCCC(C(=O)c3ccccc3SC)C2)cc1O (centres undefined) | -5 | 1 | 3 | -8 | 2.8 | 0 | 3.4 | -10 | -9 | -0.6 | 0.8 |
| COc1cc2c(c(OC)c1O)-c1ccc(OC)c(=O)cc1C(NC(=O)C(F)(F)F)CC2 (centres undefined) | 8 | -4 | -20 | -9 | · | 5 | 3.3 | · | 1 | 0.8 | · |
| COC(=O)C1=C(c2ccc(-c3ccccc3)c(F)c2)C[C@@H]2CC[C@H]1N2C(=O)NCc1ccc(F)cc1 | -6 | -9 | -17 | -12 | 4.2 | 0 | 1.5 | -6 | 6 | -1.6 | 1.6 |
| COCCN1Cc2cc(=O)n3c([nH]c4ccccc43)c2C1=N | -9 | 0 | -19 | -5 | 3.4 | 8 | 1.5 | -7 | -12 | -2.6 | 0.9 |
| Cc1ccc2c(c1)C1CN(C)CCC1N2C(=O)c1cccnc1Cl (centres undefined) | 4 | -3 | · | -9 | -2.4 | · | -2.5 | -6 | -9 | -1.7 | -1.1 |
| CN(C)CCN(CC1CCCN(Cc2ccccc2F)C1)C(=O)Cc1c(F)cccc1F (centres undefined) | -10 | 2 | 11 | 6 | -0.6 | -4 | -0.3 | 6 | -8 | 1.0 | -1.3 |
| CCC(COC(=O)NC)NC(=O)Oc1ccccc1 (centres undefined) | 0 | 0 | -10 | -2 | -2.9 | 4 | 4.2 | -3 | -5 | -0.4 | -0.5 |

Arranged by formula weight (low to high): part of the list above.
| SMILES | PKA-R1A act | DAGLB inhibitor | HTR5A inv ctr | PKA-R2B activ | AddAB inh | HTR5A ag | phage Ecoli inh | Mot1-301 SUMO | Tat export inh | CDK5 inh | E coli growth |
| --- | --- | --- | --- | --- | --- | --- | --- | --- | --- | --- | --- |
| CCC(COC(=O)NC)NC(=O)Oc1ccccc1 (centres undefined) | 0 | 0 | -10 | -2 | -2.9 | 4 | 4.2 | -3 | -5 | -0.4 | -0.5 |
| COCCN1Cc2cc(=O)n3c([nH]c4ccccc43)c2C1=N | -9 | 0 | -19 | -5 | 3.4 | 8 | 1.5 | -7 | -12 | -2.6 | 0.9 |
| COc1ccc(CN2CCCC(C(=O)c3ccccc3SC)C2)cc1O (centres undefined) | -5 | 1 | 3 | -8 | 2.8 | 0 | 3.4 | -10 | -9 | -0.6 | 0.8 |
| COC(=O)C1=C(c2ccc(-c3ccccc3)c(F)c2)C[C@@H]2CC[C@H]1N2C(=O)NCc1ccc(F)cc1 | -6 | -9 | -17 | -12 | 4.2 | 0 | 1.5 | -6 | 6 | -1.6 | 1.6 |

Source: PubChem (several laboratories)
